NS5 inhibitors: Dengue-2 NS5 methyltransferase inhibitors, primary screen, biochemical, confirmation dose response (AID 588689); 0.3% of 340,000 active; inhibition, % at 25 µM, or IC50 in µM where a hit was titrated; Dengue-2 NS5 methyltransferase capping enzyme assay, biochemical; higher % means a stronger effect; in the data active = a potency from the dose series
NS5 inhibitors pilot replicate: further read-out of NS5 inhibitors, marked with its call; inhibition, %; measured here: pilot screen replicate inhibition
Starred values were filed as active, the others as inactive. This is a subset. The share of hits here may be higher or lower than overall.

SMILES	NS5 inhibitors	others
COc1ccc(OCCCC(=O)Nc2cccc(S(=O)(=O)N3CCCCCC3)c2)cc1	1%
Cc1cc(C(=O)OCC(=O)Nc2ccccc2Br)c(C)o1	-5%
COc1ccc(/C=C/C(=O)Nc2ccc(C(C)=O)cc2)cc1S(=O)(=O)N1CCOCC1	-3%
CCN(C(=O)COC(=O)CSc1ccc(F)cc1)c1c(N)n(Cc2ccccc2)c(=O)[nH]c1=O	-5%
CC(C)Oc1ccc(S(=O)(=O)N2CCOCC2)cc1NC(=O)C1CSC2(C)CCC(=O)N12 (stereo not given)	0%
Cc1ccc(Cl)c2sc(N3CCN(C(=O)c4ccco4)CC3)nc12	4%
Cc1ccc(C(=O)CCC(=O)OCC(=O)Nc2ccc3[nH]c(=O)[nH]c3c2)cc1	2%
COc1ccc(/C=C(/NC(=O)c2ccco2)C(=O)NCc2ccco2)cc1	0%
O=C(NCc1ccco1)c1ccc(OC2CCN(Cc3ccccn3)CC2)cc1	7%
CC1C(=O)N(Cc2cn(CC3CCCCC3)nn2)CCS(=O)(=O)N1Cc1ccc(-c2ccc(Cl)c(Cl)c2)cc1 (stereo not given)	3%
CCOc1ccc(C(=O)Cc2ccccc2)cc1	-3%
C[C@@H]1CCCCCCCCC(=O)OCCN[C@H](C)CCCCCCCCC(=O)OCCN[C@H](C)CCCCCCCCC(=O)OCCN1	3%
O=C(Cn1cc(COc2ccc(C(=O)c3ccccc3)cc2)nn1)c1ccc(O)cc1	-5%
O=C(CSc1ccc2ccccc2n1)NCCCN1CCCC1=O	-4%
O=C(CCC(=O)c1cccs1)Nc1ncccc1O	-4%
O=C(C=CC(=O)OC1CCCCC1)OC1CCCCC1	-11%
O=C(O)c1cccnc1C(=O)c1ccccc1	-1%
COc1ccc(C(C)(C)C)cc1NC(=O)CSc1ncn[nH]1	1%
COc1ccc(CNC(=O)COc2ccccc2C(=O)c2cnn(-c3ccccc3)c2)cc1OC	-10%
CSc1nsc(NC(=O)Nc2ccccc2)n1	-32%

5 compounds drawn at random from the list so far:
SMILES	NS5 inhibitors	others
O=C(Cn1cc(COc2ccc(C(=O)c3ccccc3)cc2)nn1)c1ccc(O)cc1	-5%
CSc1nsc(NC(=O)Nc2ccccc2)n1	-32%
COc1ccc(OCCCC(=O)Nc2cccc(S(=O)(=O)N3CCCCCC3)c2)cc1	1%
COc1ccc(C(C)(C)C)cc1NC(=O)CSc1ncn[nH]1	1%
Cc1cc(C(=O)OCC(=O)Nc2ccccc2Br)c(C)o1	-5%

Carrying on:
SMILES	NS5 inhibitors	others
COc1cc(/C=C/C(=O)O)cc(S(=O)(=O)Nc2ccccc2C(=O)NCc2ccco2)c1OC	-4%
CCOc1ccccc1C(=O)N[C@H](C(=O)OCC(=O)Nc1nnc(-c2ccccc2)o1)C(C)C	7%
O=C(COC(=O)CC1CC2CCC1C2)Nc1ccc(Cl)c(S(=O)(=O)N2CCOCC2)c1 (stereo not given)	-1%
COc1ccc(OCC(=O)NCCCNC(=O)COc2ccc(OC)cc2)cc1	-7%
COc1ccc(/C=C/C(=O)Nc2ccccc2C(N)=O)cc1S(=O)(=O)N1CCOCC1	-3%
COC(=O)C[C@H]1C[C@H]2c3cc(NC(=O)C4CCC4)ccc3O[C@H]2[C@H](CO)O1	3%
O=C(NC1CCS(=O)(=O)C1)c1cccc(Br)c1 (stereo not given)	7%
COc1cccc(C(=O)NCC(c2ccco2)N2CCc3ccccc3C2)c1 (stereo not given)	3%
COc1ccc(CN(C)C(=O)COc2cccc(-n3cnnn3)c2)cc1OC	1%
COc1ccc(-c2cc(C(=O)N(C)CC(=O)Nc3cccc(F)c3)c3ccccc3n2)cc1	-5%
Cc1ccc(S(=O)(=O)N2CCCCC2)cc1C(=O)N1C(C)CCCC1C (stereo not given)	2%
C(=NN=C1c2ccccc2-c2ccccc21)c1ccc2c(c1)OCO2	7%
CCN(C1CCCCC1)S(=O)(=O)c1cc2c3c(c1)CCN3C(=O)CC2	-5%
CC(=O)N1CCN(C(=O)CN2C(=O)NC(C)(c3ccc4ccccc4c3)C2=O)CC1 (stereo not given)	-7%
CC(C)(C)OC(=O)N1CCCC(C(=O)Nc2ccc(C(=O)N3CCOCC3)cc2)C1 (stereo not given)	-8%
N#Cc1ccccc1S(=O)(=O)N1CCN(CC(=O)Nc2ccnn2C2CCCC2)CC1	-5%
CCOC(=O)C1=CNS(=O)(=O)NC1c1ccc(Br)cc1F (stereo not given)	-4%	NS5 inhibitors pilot replicate=3.3
CCN(C[C@H]1N[C@@](C)(C(=O)OC)[C@H]2C(=O)N(C)C(=O)[C@@H]12)C(=O)COC	-4%	NS5 inhibitors pilot replicate=-2.4
C[C@@H]1CN([C@H](C)CO)C(=O)c2cc(C#C[C@@H](C)O)cnc2O[C@H]1CN(C)C(=O)c1ccc(F)cc1	-3%
C[C@H](CO)N1C[C@H](C)[C@@H](CN(C)C(=O)Nc2ccc(C(F)(F)F)cc2)Oc2c(NC(=O)Nc3ccccc3)cccc2C1=O	-39%
CC(=NO)C1CCC2C3CCC4CC(=NO)CCC4(C)C3C(C)(O)CC12C (stereo not given)	3%
S=C(NN=C(c1ccccc1)c1ccccn1)N(Cc1ccccn1)Cc1ccccn1	-12%
C[C@@H](NC(=O)c1nc[nH]c1C(=O)NCCCCCNC(=O)OC(C)(C)C)c1ccccc1	-1%
CCCN(CC(=O)Nc1ccccc1C)C(=O)/C=C/c1ccc(OC)c(OC)c1	1%
CC(C)(C)c1ccc(C(=O)NCCC(=O)NNC(=O)COc2ccccc2F)cc1	6%
CCN(CC)C(=O)C1=C(C)N(CCCOC)C(=O)C(CC(=O)NCCN2CCOCC2)C1 (stereo not given)	4%
COc1ccc(C)cc1S(=O)(=O)Nc1cc2c3c(c1)CCN3C(=O)CC2	2%
Cc1ccc(NC(=O)c2ccc(OCc3c(C)noc3C)cc2)nc1	2%
COc1ccc2oc(C(=O)OCC(=O)Nc3cc(S(=O)(=O)N4CCOCC4)ccc3C)c(C)c2c1	1%
CCOC(=O)CNC(=O)N1C[C@H]2CON(C)[C@H]2C[C@H]1c1ccccc1Br	2%
COc1ccc(S(=O)(=O)N2CCCC2CNC(=O)C(=O)NCc2ccc3c(c2)OCO3)cc1 (stereo not given)	-6%
O=C(Nc1cccc(C(=O)O)c1)/C(=C\c1ccccc1)NC(=O)c1ccco1	0%
O=C(Cc1cccc(C(F)(F)F)c1)OCC(=O)N1CCN(S(=O)(=O)c2ccc(Cl)cc2)CC1	-2%
CC(C)(C)C(=O)CSc1ccc(S(=O)(=O)N2CCN(Cc3ccccc3)CC2)cn1	-5%
O=C(Cc1ccsc1)NCC(=O)Nc1ccccc1Br	-3%
CCc1noc(C)c1C(=O)OCC(=O)c1ccc(NC(=O)CC(C)C)cc1	2%
O=C(NCCC1CCCCN1S(=O)(=O)c1ccccc1)C(=O)NCc1ccccc1F (stereo not given)	10%
Cc1ccc(NC(=O)COC(=O)c2ccc(CN3CCCC3=O)cc2)cc1C	-15%
O=c1cnc2ccccc2n1Cc1ccccc1	0%
COc1cc(CCCN2CCNC[C@H]2Cc2ccc(O)cc2)cc(OC)c1OC	-8%

Among those listed so far, 2 have a CF3 group:
SMILES	NS5 inhibitors	others
C[C@H](CO)N1C[C@H](C)[C@@H](CN(C)C(=O)Nc2ccc(C(F)(F)F)cc2)Oc2c(NC(=O)Nc3ccccc3)cccc2C1=O	-39%
O=C(Cc1cccc(C(F)(F)F)c1)OCC(=O)N1CCN(S(=O)(=O)c2ccc(Cl)cc2)CC1	-2%

3 compounds from above, sorted by SMILES length, lowest first.
SMILES	NS5 inhibitors	others
O=c1cnc2ccccc2n1Cc1ccccc1	0%
Cc1ccc(NC(=O)COC(=O)c2ccc(CN3CCCC3=O)cc2)cc1C	-15%
CC(C)(C)C(=O)CSc1ccc(S(=O)(=O)N2CCN(Cc3ccccc3)CC2)cn1	-5%

Other structures follow.
SMILES	NS5 inhibitors	others
Cc1c(NC(=O)C(C)OC(=O)c2c3c(nc4ccccc24)CCC(C)C3)c(=O)n(-c2ccccc2)n1C (stereo not given)	2%
C[C@H](CO)N1C[C@H](C)[C@@H](CN(C)C(=O)Nc2ccc3c(c2)OCO3)Oc2c(cccc2N(C)C)C1=O	-8%	NS5 inhibitors pilot replicate=-4.8
COc1cc(OCc2ccccc2)c2c(CCC(=O)O)cc(=O)oc2c1	6%
CCCCCCC(=O)O	-2%
O=C1OC[C@@H]2CCCN2C(=O)[C@H](CC(=O)N(CCO)Cc2ccccc2)C/C=C\CC[C@@H]1Cc1ccc(F)cc1	-2%
Cc1cn([C@H]2C[C@H](O)[C@@H](CNCc3ccc(-c4cc(Cl)ccc4C(F)(F)F)o3)O2)c(=O)[nH]c1=O	-2%
CCCC#Cc1ccc2c(c1)O[C@H](CN(C)S(=O)(=O)c1cccc(OC)c1)[C@H](C)CN([C@H](C)CO)S2(=O)=O	-4%
CCCCCCN1C[C@@H](n2cc(COC(=O)c3ccccc3)nn2)[C@H](O)C[C@@H]1c1ccc(C)cc1	1%
O=C(COC(=O)c1cc2ccccc2cc1O)Nc1ccccc1F	-9%
CC1(c2ccccc2)NC(=O)N(CC(=O)Nc2ccc(N3CCOCC3)cc2N2CCOCC2)C1=O (stereo not given)	-2%
COc1ccc2oc(C(=O)OC(C)C(=O)NC3(C#N)CCCCC3)c(C)c2c1 (stereo not given)	-7%
CCc1cc2c(SCC(=O)NC3CC3)ncnc2s1	-4%
Cc1ccc(S(=O)(=O)N2CCCCC2)cc1NC(=O)c1ccc(Cl)nc1	-10%
O=C(C1CC(=O)N(c2ccc(F)c(Cl)c2)C1)N1CCOCC1 (stereo not given)	-1%
COc1cc2c(cc1OC)C(=O)N1[C@H]3c4ccccc4OC[C@@H]3[C@H](c3ccccc3)[C@]1(C)C(=O)N2	-10%
Cc1ccsc1CN(C)C(=O)c1cc(S(=O)(=O)N2CCOCC2)ccc1N1CCCC1	-8%
COc1cccc(CNC(=O)COC(=O)C2CC3CCCC(C2)C3=O)c1 (stereo not given)	-1%
Cc1ccc(N(CC(=O)NC(C)(C)C)C(=O)CCC(=O)Nc2ccccn2)c(C)c1	1%
Cc1ccc([C@H]2C[C@@H](O)[C@H](n3cc(-c4ccc(F)cc4)nn3)CN2C(=O)c2cccs2)cc1	-5%
C=CCN1C(=O)c2ccc(C(=O)N3CCN(S(=O)(=O)c4cccc(F)c4)CC3)cc2C1=O	-2%

Brought forward from above: two entries, followed by the next part.
SMILES	NS5 inhibitors	others
Cc1ccc([C@H]2C[C@@H](O)[C@H](n3cc(-c4ccc(F)cc4)nn3)CN2C(=O)c2cccs2)cc1	-5%
C=CCN1C(=O)c2ccc(C(=O)N3CCN(S(=O)(=O)c4cccc(F)c4)CC3)cc2C1=O	-2%
COc1ccc(-c2c(C)cc3oc(=O)cc(-c4ccccc4)c3c2C)cc1C=O	2%	NS5 inhibitors pilot replicate=-4.5
COc1cc([N+](=O)[O-])c2nc(C=NNC(N)=S)ccc2c1	-1%
Cc1cc(C)c(NC(=O)CNC(=O)c2ccc3ncsc3c2)c(C)c1	-3%
O=C(C[C@H]1C(=O)N(c2ccccc2)C[C@@H]1Cc1ccccc1)Nc1ccccc1	-7%
O=C(c1cc2ccccc2cc1O)N1CCN(c2cccc(Cl)c2)CC1	-5%
COc1cc(/C=C/C(=O)OC(C)C(=O)Nc2ccc(Cl)cn2)ccc1OC(F)F (stereo not given)	-5%
CN(CC(=O)Nc1cccc(F)c1)C(=O)c1sccc1-c1ccccc1	-2%
CCN1C(=O)[C@H]2[C@@H](c3ccc(-c4ccc(OC)cc4)c(OC)c3)N3CCCC[C@@]3(C(=O)OC)[C@H]2C1=O	-6%
O=C(COc1ccccc1)NCC(c1ccco1)N1CCN(c2ccc(F)cc2)CC1 (stereo not given)	-8%
Cc1ccc(C2(C)NC(=O)N(CC(=O)NNC(=O)c3cc(C)oc3C)C2=O)cc1 (stereo not given)	-2%
Cc1ccc(OCCC(=O)OCC(=O)Nc2ccc(C)c(S(=O)(=O)N3CCOCC3)c2)cc1	-6%
COc1cccc(NC(=O)CN(C)C(=O)Cn2cnc3ccccc3c2=O)c1	-1%
O=C(CCNC(=O)c1ccccc1Cl)NCc1ccncc1	-2%
O=C1c2ccccc2C(=O)c2c1cccc2N1CCN(C/C=C/c2ccccc2)CC1	6%
CCCCn1c(N)c(N(CCOC)C(=O)c2ccc(S(=O)(=O)N3CCCCCC3)cc2)c(=O)[nH]c1=O	-1%
C[C@@H]1CN([C@@H](C)CO)C(=O)CCCn2nncc2CO[C@@H]1CN(C)S(=O)(=O)c1ccccc1	5%
CN(C)c1nc(N(C)C)c2cnn(C)c2n1	1%
CCN(CC(=O)Nc1ccc2c(c1)OCCO2)C(=O)c1ccc(CS(C)(=O)=O)cc1	1%
COc1ccc(C(=O)Nc2nnc(C)s2)cc1S(=O)(=O)N1CCOCC1	-2%
COc1cccc(/C=C/C(=O)OCC(=O)NC2CCCCCCC2)c1	3%
CN(Cc1ccccc1)C(=O)c1ccc(NC(=O)Cc2ccc(NC(=O)C3CCN(S(=O)(=O)c4cccc([N+](=O)[O-])c4)CC3)cc2)cc1	-6%	NS5 inhibitors pilot replicate=-3.3
CC(=O)C[C@@H](O)CC(=O)[C@@H]1OC(=O)CCCCCCCCc2ccccc21	-6%
COc1ccccc1N1CCN(S(=O)(=O)CCNC(=O)CCc2ccccc2)CC1	-2%
O=C(c1cc2cc3ccc(Cl)cc3nc2o1)N1CCN(Cc2ccc3c(c2)OCO3)CC1	-5%
COc1ccc(OC)c(S(=O)(=O)Nc2ccc(-c3ccc4nnc(C)n4n3)cc2)c1	-6%
COc1ccc(CN(C)C(=O)c2ccc(Cl)c(S(=O)(=O)NCc3cccnc3)c2)cc1F	-1%
Cc1ccc(NC(=O)CN(C)C(=O)COC(=O)/C=C/c2cccs2)cc1	0%
CCc1noc(C)c1C(=O)OCC(=O)N(CCOC)c1c(N)n(Cc2ccccc2)c(=O)[nH]c1=O	9%
Cc1ccc(NC(=O)CN(C)C(=O)Cn2nnc(-c3ccccc3)n2)cc1	-3%

Bioassay records from PubChem.
